Screens from PubChem BioAssay.
hIAP inh = human IAP inhibitors, primary screen, biochemical, luminescence, uHTS; Intestinal-type alkaline phosphatase (Homo sapiens), P09923; purified IAP, CDP-Star luminescence, 30 min; inhibition, % at 10 µM; 330,000 compounds, 0.12% hits;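 active means inhibition reaching a set limit with compound at 10 µM in the primary screen, cut at about 35% in these data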;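 further: plate controls were DMSO wells with enzyme for no effect and no-enzyme buffer wells for full effect; values of inactives mirror those of a sister screen read the other way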
Target sequence (P09923 whole entry, looked up): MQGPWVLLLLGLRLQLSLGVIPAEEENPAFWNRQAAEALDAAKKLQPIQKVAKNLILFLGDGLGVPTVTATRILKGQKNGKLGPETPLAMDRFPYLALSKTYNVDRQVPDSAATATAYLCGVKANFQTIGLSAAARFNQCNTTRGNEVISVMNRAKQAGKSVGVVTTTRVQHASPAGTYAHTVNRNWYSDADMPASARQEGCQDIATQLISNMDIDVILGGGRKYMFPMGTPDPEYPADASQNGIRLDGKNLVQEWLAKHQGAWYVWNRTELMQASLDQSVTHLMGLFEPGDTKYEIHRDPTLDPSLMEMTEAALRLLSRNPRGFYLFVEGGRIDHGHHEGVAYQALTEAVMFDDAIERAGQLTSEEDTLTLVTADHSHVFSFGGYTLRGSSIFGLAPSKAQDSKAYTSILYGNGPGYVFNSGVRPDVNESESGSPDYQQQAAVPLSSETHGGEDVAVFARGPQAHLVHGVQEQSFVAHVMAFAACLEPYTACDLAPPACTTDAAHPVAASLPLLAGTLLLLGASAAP
tim10-1 inh = growth inhibitors of tim10-1 mutant yeast, primary screen, luminescence, uHTS; 330,000 compounds, 2.2% hits; AID 463190, 2010; inhibition, % at 20 µM; S. cerevisiae tim10-1 ts strain growth, BacTiter-Glo, 24 h;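 active means inhibition of at least 40%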;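 further: mutant grown at 25 °C; 0% = DMSO wells with yeast and 100% = wells holding no yeast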
mIAP act = activators of mouse IAP, primary screen, biochemical, luminescence, uHTS | intestinal alkaline phosphatase [Mus musculus] | muIAP, CDP-Star luminescence, 30 min; hits give high values; 1 = vehicle-only enzyme signal, 0 = enzyme-free wells | activation factor at 10 µM | 330,000 compounds, 0.24% hits | AID 2805, 2010;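 active means activation factor of at least 2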; further: the source names both 10 and 20 µM as test concentration; values of inactives mirror those of a sister screen read the other way
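Assay system: mouse IAP enzyme; Reagent: CDP-Star chemiluminescent phosphatase substrate; Compound: DMSO-dissolved test compounds; Incubation: 30 min, room temperature; Technique: luminescence from enzymatic CDP-Star hydrolysis; Controls: DMSO-only wells and no-enzyme negative control.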
TIM10 inh = growth inhibitors of isogenic TIM10 control yeast, primary screen, counter-screen for tim10-1 yeast inhibitor project, luminescence, uHTS | S. cerevisiae TIM10 strain growth, BacTiter-Glo luminescence, 24 h | inhibition, % at 10 µM | 330,000 compounds, 1.4% hits;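 active means inhibition of 40% or more at the single tested concentration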;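 further: wild-type TIM10 isogenic control strain grown at permissive 25 °C; 0% = DMSO yeast wells and 100% = minimal medium wells without yeast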
ATG4B inh = ATG4B protease inhibitors, primary screen, biochemical, fluorescence, uHTS; ATG4B cleavage of LC3-PLA2, NBD-HPC fluorescence, 1 h; 340,000 compounds, 0.51% hits; Cysteine protease ATG4B (Homo sapiens), Q9Y4P1; inhibition, % at 8.33 µM; in the data active means inhibition above about 40%
Target sequence (Q9Y4P1 whole entry, looked up): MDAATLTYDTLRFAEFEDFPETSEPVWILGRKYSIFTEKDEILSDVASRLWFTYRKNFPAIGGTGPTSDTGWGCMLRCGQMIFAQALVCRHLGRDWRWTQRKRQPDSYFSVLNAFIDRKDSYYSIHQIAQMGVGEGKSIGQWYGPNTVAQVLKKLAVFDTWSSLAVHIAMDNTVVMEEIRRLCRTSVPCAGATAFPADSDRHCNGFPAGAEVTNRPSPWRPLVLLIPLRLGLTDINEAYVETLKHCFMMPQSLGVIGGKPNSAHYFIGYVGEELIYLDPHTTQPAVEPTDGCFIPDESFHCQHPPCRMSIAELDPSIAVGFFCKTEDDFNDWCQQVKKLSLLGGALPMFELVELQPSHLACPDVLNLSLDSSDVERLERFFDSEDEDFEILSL
hIAP act = human IAP activators, primary screen, biochemical, luminescence, uHTS | Intestinal-type alkaline phosphatase (Homo sapiens), P09923 | activation factor at 10 µM | 330,000 compounds, 0.16% hits | purified human IAP, CDP-Star luminescence, 30 min; hits give high values; 1 = vehicle-only enzyme, 0 = enzyme-free background | AID 2524, 2010;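 active means activation factor of the enzyme at least 2-fold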; further: the source names both 10 and 20 µM as test concentration; values of inactives mirror those of a sister screen read the other way
mIAP inh = inhibitors of mouse IAP, primary screen, biochemical, luminescence, uHTS; AID 2806, 2010; intestinal alkaline phosphatase [Mus musculus]; purified mouse IAP, CDP-Star luminescence, 30 min; inhibition, % at 10 µM; 330,000 compounds, 0.2% hits;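 active means inhibition of at least 40% at 10 µM in the primary screen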;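 further: plate controls were DMSO with enzyme for no effect and no enzyme wells for full effect; values of inactives mirror those of a sister screen read the other way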
NALP3 yeast inh = NALP3 inflammasome inhibitors in reconstituted yeast, primary screen, luminescence, uHTS. Yeast reconstituted NLRP3/ASC/caspase-1, beta-gal luminescence, 24 h. inhibition, % at 10 µM. 330,000 compounds, 0.39% hits. AID 2825, 2010;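 active means inhibition of 50% or more; inactive means inhibition below 50%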;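 further: plate controls were induced DMSO wells for no effect and uninduced yeast grown without galactose for full effect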
Apaf-1 inh = inhibitors of human Apaf-1 apoptosome, primary screen, biochemical, DEVD-Rh110 fluorescence, uHTS | reconstituted apoptosome caspase-3 activity | 330,000 compounds, 0.71% hits | Apoptotic protease-activating factor 1 (Homo sapiens), O14727 | inhibition, % at 20 µM; active means inhibition of at least 40% at 20 µM;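 further: plate controls were DMSO wells for no effect and DEVD-CHO caspase inhibitor wells for full effect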
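Medium: Hepes buffer, pH 7.5 / System: biochemical Apaf-1 apoptosome reconstitution / Measured by: Rh110 fluorescence, excitation 480 nm, emission 540 nm / Times: compound with Apaf-1, dATP, procaspase-3 30 min, then 50 min reaction, room temperature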
Active calls of the source: *; nt = no result given.

SMILES | hIAP inh | tim10-1 inh | mIAP act | TIM10 inh | ATG4B inh | hIAP act | mIAP inh | NALP3 yeast inh | Apaf-1 inh
Cc1ccc(/C=C/C(=O)N2CCN(S(=O)(=O)c3ccc(C)c(C)c3)CC2)o1 | 3 | 36 | 0.88 | 28 | 2 | 0.97 | 12 | 15 | 19
O=C(NC(Cc1ccccc1)C(=O)O)OCc1ccccc1 (centres undefined) | -14 | -6 | 1 | 2 | 6 | 1.1 | -5 | 0 | -7
CC(=O)c1ccc(OCC(O)CN2CCN(S(=O)(=O)c3cccc(Br)c3)CC2)cc1 (centres undefined) | -8 | 17 | 0.91 | 25 | -9 | 1.1 | 9 | 24 | 3
COc1ccc(N(CC(=O)Nc2cccnc2)S(=O)(=O)c2ccccc2)cc1OC | -13 | -7 | 0.98 | -2 | 4 | 1.1 | 2 | 32 | -1
Cc1ccc(-c2nnn(CCC(=O)Nc3ccc4c(c3)OCO4)n2)cc1 | -7 | -7 | 1 | 3 | 0 | 1.1 | -3 | 17 | -5
COC(=O)COc1ccc(C2NC(=O)NC(c3ccccc3)=C2C(C)=O)cc1OC (centres undefined) | 0 | -3 | 0.89 | 2 | 2 | 1 | 11 | 3 | 2
O=C(NC(=S)Nn1cnc2c(cnn2-c2ccccc2)c1=O)c1ccc(Oc2ccccc2)cc1 | -19 | 2 | 0.91 | 4 | 0 | 1.2 | 9 | 0 | 41*
CCN(CC)C(=O)Cn1cnc2sc(C(=O)Nc3cc(OC)c(OC)c(OC)c3)c(C)c2c1=O | 5 | -7 | 1 | -11 | -15 | 0.95 | -1 | 17 | 5
COc1ccccc1-c1ccc(=O)n(CC(=O)NC(C)(C)C)n1 | -13 | -5 | 1.1 | -18 | -3 | 1.1 | -6 | 14 | 1
COc1ccc(OC)c(S(=O)(=O)NCC(c2ccc(F)cc2)N2CCN(C)CC2)c1 (centres undefined) | 2 | -9 | 0.92 | -1 | -4 | 0.97 | 8 | 13 | 2
CC(C)Cc1nc(C(N)=O)c2[nH]c(=O)n(-c3ccc(F)cc3)c2n1 | -12 | 10 | 0.96 | 15 | 0 | 1.1 | 4 | 3 | 3
COc1ccc(S(=O)(=O)N2CCc3ccccc32)cc1C(=O)N(CC(C)C)C1CCS(=O)(=O)C1 (centres undefined) | -16 | 12 | 1.1 | 19 | -8 | 1.2 | -5 | 7 | 10
CCC(C)Nc1nc(N)c([N+](=O)[O-])c(N2CCCCCC2)n1 (centres undefined) | 31 | 23 | 0.91 | 12 | -2 | 0.69 | 9 | 24 | 10
CC(=O)Oc1ccc2c(=O)oc(-c3ccccc3)nc2c1 | -17 | 35 | 0.96 | 17 | 0 | 1.2 | 4 | 26 | 13
COc1ccc(CN(C)CCc2ccccn2)c(OC)c1OC | 13 | 4 | 0.94 | -8 | -8 | 0.87 | 6 | 7 | -15
CCc1ccc(C(=O)N/N=C/c2ccc(Cl)cc2Cl)nc1 | -19 | 13 | 0.85 | -11 | nt | 1.2 | 15 | 22 | 15
Cc1cc(C)c(C)c(OCC(O)CN2CCN(c3ccccn3)CC2)c1 (centres undefined) | -10 | -1 | 1 | 13 | 3 | 1.1 | -2 | 25 | 14
COc1cccc(N2CCN(C(=O)C3CCCN(S(=O)(=O)c4ccc5c(c4)oc(=O)n5C)C3)CC2)c1 (centres undefined) | 3 | -5 | 1.1 | 11 | 8 | 0.97 | -7 | -4 | 9
CCNC(=S)N1CCN(S(=O)(=O)c2ccc(Cl)s2)CC1 | -5 | 18 | 1 | 8 | 1 | 1 | -1 | -7 | -5
CC(C)(C)C1CCC(C(=O)OCC(=O)c2ccc[nH]2)CC1 (centres undefined) | 4 | 20 | 0.89 | 28 | 16 | 0.96 | 11 | 15 | 13
Cc1nn(-c2cccc(C(=O)O)c2)c(C)c1[N+](=O)[O-] | -2 | 0 | 1 | 7 | -4 | 1 | -1 | 25 | -4
CCc1nnc(NC(=O)c2cc3ccccc3oc2=O)s1 | 2 | 5 | 0.95 | 13 | 0 | 0.98 | 4 | 4 | 3
O=C(COc1ccc(F)cc1)N/N=C/c1cccc2cccnc12 | -36 | 20 | 1.1 | 14 | 36 | 1.4 | -5 | 26 | 10
Cn1nnnc1Sc1ncnc2scc(-c3ccsc3)c12 | -26 | 15 | 1.1 | 3 | -11 | 1.3 | -8 | 27 | 9
CCN(C(=O)c1ccc2c(=O)n3c(nc2c1)CCCCC3)c1cc(OC)ccc1OC | -2 | 2 | 0.92 | 13 | 11 | 1 | 8 | 3 | -6
(next part)
SMILES | hIAP inh | tim10-1 inh | mIAP act | TIM10 inh | ATG4B inh | hIAP act | mIAP inh | NALP3 yeast inh | Apaf-1 inh
CC1CCN(c2nc(-c3ccc(F)cc3)cc(C(F)(F)F)n2)CC1 | -4 | -1 | 1.1 | -13 | -14 | 1 | -9 | 3 | 7
CNC(C)C(=O)NC(C(=O)N1CCCC1C(=O)NC1CCCc2ccccc21)C(C)C (centres undefined) | 0 | -1 | 1 | 1 | -5 | 0.99 | -1 | 12 | 1
CNS(=O)(=O)c1cccc(C(=O)OCC(=O)/C=C2/N(C)c3ccccc3C2(C)C)c1 | 8 | 16 | 1 | -1 | -7 | 0.92 | -5 | 0 | 18
CCn1nc(C(=O)Nc2nc(-c3ccccn3)cs2)c2ccccc2c1=O | -66 | 20 | 1.1 | 18 | -3 | 1.7 | -5 | 18 | -16
CC(C)(C)OC(=O)NCCCCCc1nnc(SCC(N)=O)o1 | -10 | 14 | 1 | -4 | -5 | 1.1 | -3 | 6 | 14
O=C(CCCOc1ccccc1)NC(=S)Nc1ccccc1 | -7 | 6 | 0.99 | 16 | 4 | 1.1 | 1 | 21 | 13
CCN(C(=O)COC(=O)c1ccc(OC)c(S(=O)(=O)N(C)Cc2ccccc2)c1)C1CCS(=O)(=O)C1 (centres undefined) | -2 | 3 | 1 | 11 | -13 | 1 | -2 | 6 | 6
CCOC(=O)C(Cc1ccc(NC(C)=O)cc1)N1C(=O)c2ccccc2C1=O (centres undefined) | 2 | 18 | 1.2 | -1 | -5 | 0.98 | -17 | 6 | 3
Cc1ccc(-c2nnn(CC(=O)N3CCN(c4ccccc4)CC3)n2)o1 | 5 | 5 | 1 | -5 | -6 | 0.95 | -2 | 6 | 2
Cc1ccc(NC(=S)NC2CCCCC2)cc1S(=O)(=O)N(C)C | -35 | 7 | 2.4* | 5 | 0 | 1.4 | -136 | -7 | 5
Cn1c(CSc2nc3ccccc3s2)nnc1SCC(=O)NCc1cccnc1 | -22 | -1 | 0.95 | 4 | 0 | 1.2 | 5 | 1 | 0
CN(CC1COCCO1)C(=O)c1cc(COc2c(F)cccc2F)on1 (centres undefined) | -16 | 19 | 0.95 | 10 | 14 | 1.2 | 5 | 9 | -3
Cc1nc2ccc(NC(=O)c3oc4ccc(F)cc4c3C)cc2s1 | -9 | 20 | 0.97 | 14 | 0 | 1.1 | 3 | 12 | 0
CCC(=O)N1CCN(c2ccccc2NC(=O)COc2cccc(C)c2)CC1 | 0 | 11 | 0.97 | 35 | -3 | 1 | 3 | -1 | 13
O=C(Nc1ccc(Cl)c(Cl)c1)C1CCN(C(=O)c2ccco2)CC1 | 9 | 34 | 1.2 | 14 | 2 | 0.91 | -15 | -5 | 20
COc1ccc(N(CC(=O)NC2CCCC2)C(=O)CCC(=O)Nc2cc(C)on2)cc1OC | 12 | 0 | 0.94 | -1 | -5 | 0.88 | 6 | 12 | -2
O=C(CN(C(=O)CCC(=O)Nc1nccs1)c1ccccc1F)NCc1ccccc1 | 0 | 1 | 0.85 | -1 | 1 | 1 | 14 | 4 | 5
Cc1cccc(NC(=O)Cn2c(=O)oc3ccccc32)c1 | 0 | 17 | 1 | 14 | -6 | 0.99 | -2 | 9 | 0
CN1CCN(S(=O)(=O)c2ccc(Oc3ccc(F)c(Cl)c3)nc2)CC1 | 0 | -5 | 1.1 | -7 | -8 | 1 | -6 | 19 | 3
CC(=O)Nc1ccc(NC(=O)CSc2nnc(-c3ccco3)n2Cc2ccco2)cc1 | -12 | 21 | 0.96 | 3 | -8 | 1.1 | 4 | -16 | -2
N#Cc1ccc(NC(=S)NC(=O)C2CCCCC2)cc1 | 5 | 27 | 0.97 | 33 | 1 | 0.95 | 3 | 32 | 8
O=C(NCc1cccc(Cl)c1)NC(=O)c1csc([N+](=O)[O-])c1 | 4 | -9 | 0.91 | 9 | -13 | 0.96 | 9 | 18 | -20
O=S(=O)(Nc1nc2ccccc2nc1Cl)c1ccccc1C(F)(F)F | 2 | 10 | 0.93 | 3 | -12 | 0.98 | 7 | 15 | 6
COc1cccc(-c2cc(C(F)(F)F)n3ncc(S(=O)(=O)c4ccccc4)c3n2)c1 | 4 | -2 | 1.1 | -5 | -7 | 0.96 | -6 | -6 | 4
COc1ccc(CNC(=O)COC(=O)c2ccc(F)c(S(=O)(=O)N3CCOCC3)c2)cc1 | 15 | -2 | 1.1 | 5 | -4 | 0.85 | -14 | 7 | 9

Gathered by group: the entries above with an aryl thioether with sulfur outside any ring (four)
SMILES | hIAP inh | tim10-1 inh | mIAP act | TIM10 inh | ATG4B inh | hIAP act | mIAP inh | NALP3 yeast inh | Apaf-1 inh
Cn1nnnc1Sc1ncnc2scc(-c3ccsc3)c12 | -26 | 15 | 1.1 | 3 | -11 | 1.3 | -8 | 27 | 9
CC(C)(C)OC(=O)NCCCCCc1nnc(SCC(N)=O)o1 | -10 | 14 | 1 | -4 | -5 | 1.1 | -3 | 6 | 14
Cn1c(CSc2nc3ccccc3s2)nnc1SCC(=O)NCc1cccnc1 | -22 | -1 | 0.95 | 4 | 0 | 1.2 | 5 | 1 | 0
CC(=O)Nc1ccc(NC(=O)CSc2nnc(-c3ccco3)n2Cc2ccco2)cc1 | -12 | 21 | 0.96 | 3 | -8 | 1.1 | 4 | -16 | -2

Later entries:
SMILES | hIAP inh | tim10-1 inh | mIAP act | TIM10 inh | ATG4B inh | hIAP act | mIAP inh | NALP3 yeast inh | Apaf-1 inh
Cc1c(NC(=O)C2CCCCN2S(=O)(=O)c2ccc(Cl)cc2)c(=O)n(-c2ccccc2)n1C (centres undefined) | -6 | 16 | 1.1 | 1 | 9 | 1.1 | -11 | 21 | 3
CCN1/C(=C2/SC(=S)N(NC(C)=O)C2=O)Sc2ccc(OC)cc21 | -1 | -7 | 0.92 | 0 | -4 | 1 | 8 | 29 | 6
CC(C)(C)NC(=O)CN1CCCN(C(=O)c2cccc(S(=O)(=O)N3CCc4ccccc43)c2)CC1 | -17 | 15 | 1.1 | 0 | 0 | 1.2 | -13 | 21 | 16
COc1cc(-c2onc3ccc(Br)cc23)cc(OC)c1OC | 2 | 18 | 1.1 | 1 | -6 | 0.98 | -10 | 18 | 23
O=C(NCCCO)C(=O)NCCc1ccc(Cl)cc1 | 12 | 6 | 1 | 4 | 2 | 0.88 | -1 | -9 | -1
COc1cccc2cc(-c3cn4cccc(C)c4n3)c(=O)oc12 | -4 | 11 | 1.1 | -14 | -5 | 1 | -6 | 3 | 16
